Screens (PubChem BioAssay)
GRP78 ERSR act: inducers of ER stress response in human glioma cells | hit rate 0.02% among 420,000 | AID 602332 | U87-MG GRP78 promoter luciferase reporter, 16 h | Potency, µM, for inactives: top-dose activation, actives largely listed as activators; further: potency means the concentration at half of the fitted maximal effect; series mostly up to about 76 µM; % of control where 0% means no effect; nearly all actives have a fitted effect of over 35% in size
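Stably transfected U87-MG human glioma cells carrying a GRP78-based luminescent sensor were seeded at 1000 cells/well, pin-dosed with compounds and incubated 16 h. Luciferase reagent was then added, and end-point luminescence was read after 10 min at room temperature.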
D1 antagonist: blocks dopamine activation of the human D1 receptor. HEK293 TREx D1 cells, calcium flux, dopamine EC80; stronger effect = lower value. activity change, negative = inhibition, % at 10 µM. AID 504652. P21728. hit rate 3.2% among 360,000; in the data active means activity change below about -30%; further: on the % scale 0 is the no-effect control and ±100 the full control effect
Target sequence (P21728 whole entry, looked up): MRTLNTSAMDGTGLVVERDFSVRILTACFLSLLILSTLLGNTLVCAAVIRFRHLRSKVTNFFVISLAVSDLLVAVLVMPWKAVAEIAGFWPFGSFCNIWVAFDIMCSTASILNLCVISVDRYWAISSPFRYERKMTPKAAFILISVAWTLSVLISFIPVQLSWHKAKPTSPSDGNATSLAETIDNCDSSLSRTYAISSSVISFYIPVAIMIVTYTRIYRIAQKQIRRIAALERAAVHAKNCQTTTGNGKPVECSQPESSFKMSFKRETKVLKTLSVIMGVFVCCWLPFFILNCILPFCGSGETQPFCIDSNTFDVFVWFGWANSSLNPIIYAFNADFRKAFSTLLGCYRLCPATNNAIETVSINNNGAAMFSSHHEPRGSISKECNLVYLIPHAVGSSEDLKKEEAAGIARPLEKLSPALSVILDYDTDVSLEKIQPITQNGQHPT
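Using tetracycline-induced force-coupled D1 Hek293 cells and a calcium dye, signals were followed for 180 s after compound, then for 180 s after EC80 dopamine, to detect inhibitors.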
LDHA inh: blocks human lactate dehydrogenase A. P00338. purified LDHA, NADH/diaphorase-resazurin fluorescence; stronger effect = lower value. activity change, % (values are at about 110 or 230 µM). hit rate 0.15% among 480,000. AID 1347041; in the data active means activity change below about -30%; inconclusive means mostly about -25% to -30%;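 further: plate controls were DMSO wells for no effect and wells without enzyme for full effect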
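Human LDH5 at 2 nM final in Tris HCl pH 7.4 with 0.06 mM NADH and 0.2 mM pyruvate, reacted 5 minutes at room temperature. Remaining NADH coupled via diaphorase/resazurin; resorufin fluorescence read at 0 and 20 minutes, normalized to enzyme-free and DMSO wells.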
D2 potentiator: positively modulates the human D2 dopamine receptor allosterically | P14416 | HEK293 T-REx D2, calcium flux, EC20 dopamine potentiation | potentiation, % at 10 µM | hit rate 0.34% among 340,000 | AID 485347;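 active means potentiation over 3 SD above the plate norm, cut at about 30% in these data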; further: 0% is about no effect
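Potentiation of an EC20 dopamine calcium response measured kinetically over 180 s, after a preceding 180 s compound-only read flagging agonists. Cells: inducible Hek293 Trex D2 line, 4000/well, cultured overnight at 30 C before dye loading.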
D1 PAM: enhances dopamine response at the human D1 receptor; HEK293 TREx D1 cells, calcium flux, dopamine EC20 potentiation; potentiation, % at 10 µM; hit rate 0.036% among 360,000; AID 504651; in the data active means potentiation above about 30%; further: 0% is about no effect
RXFP1 agonist: RXFP1 (human) receptor agonism. HEK293T-RXFP1 cAMP TR-FRET, 30 min; response scale: percent of porcine relaxin response, buffer zero. Q9HBX9. Potency, µM (top dose mostly 57.5 µM), without a hit: top-dose activation, actives largely listed as activators. hit rate 0.3% among 370,000; further: potency means the concentration at half of the fitted maximal effect; on the % scale 0 is the no-effect control and ±100 the full control effect; nearly all actives have a fitted effect of over 60% in size; many of its hits are not listed in these tables
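HEK293T cells stably expressing RXFP1 were pretreated with the PDE4 inhibitor Ro 20174, exposed to compounds for 30 min at 37C, lysed, and cAMP was read by TR-FRET. Data normalized to buffer (basal) and 29 nM porcine relaxin (100%).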
D1 agonist: human D1 receptor agonism. activation, % at 2 µM. HEK293 T-REx D1 cells, calcium flux, agonist mode. P21728. hit rate 1% among 360,000; in the data active means activation above about 30%; further: 0% is about no effect
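Tetracycline-induced HEK293 TREx D1 cells, force-coupled to calcium signalling, were dye-loaded with a no-wash calcium kit. Compound was pin-added after a 10 s baseline. Fluorescence was read kinetically at 1 cycle/s for 180 s, with calcium rises flagged as agonism.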
Vif-A3G inh: inhibitors of Vif-APOBEC3G interaction | hit rate 0.076% among 410,000 | AID 602310 | Potency, µM (series often up to 46.1 µM), for the others: top-dose activity, negative = active, hits mostly inhibitors | HeLa A3G-eYFP + Vif (tagged APOBEC3G with the HIV-1 protein that degrades it), YFP fluorescence, overnight | Q9HC16;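 further: potency means the concentration at half of the fitted maximal effect; on the % scale 0 is the no-effect control and ±100 the full control effect; nearly all actives have a fitted effect of over 60% in size; hits raise eYFP signal because A3G escapes Vif-driven loss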
Target sequence (Q9HC16 whole entry, looked up): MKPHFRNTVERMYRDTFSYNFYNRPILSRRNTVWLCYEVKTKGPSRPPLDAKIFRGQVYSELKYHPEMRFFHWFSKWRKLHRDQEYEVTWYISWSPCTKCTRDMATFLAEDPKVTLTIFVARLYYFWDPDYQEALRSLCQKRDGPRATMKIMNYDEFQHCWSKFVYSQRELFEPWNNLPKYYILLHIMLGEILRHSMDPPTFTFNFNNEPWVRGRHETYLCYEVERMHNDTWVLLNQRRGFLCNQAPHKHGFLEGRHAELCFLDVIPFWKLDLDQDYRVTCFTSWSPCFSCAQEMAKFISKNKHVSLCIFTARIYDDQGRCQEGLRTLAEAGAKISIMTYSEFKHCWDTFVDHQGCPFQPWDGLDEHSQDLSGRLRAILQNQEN
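Read-out is eYFP fluorescence (Ex 488/Em 500-530) from Vif-expressing HeLa A3G-eYFP cells; more signal means A3G escaped Vif-mediated degradation. Cells plated overnight, compound pinned in, incubated overnight at 37 deg C.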
Vif-A3F inh: blocks the Vif interaction with APOBEC3F | HeLa A3F-eYFP + Vif (tagged APOBEC3F with the HIV-1 protein that degrades it), YFP fluorescence increase | Potency, µM (highest dose often 46.1 µM), for the others: at the top dose activity, negative = active | hit rate 0.2% among 390,000; further: potency means the concentration at half of the fitted maximal effect; % of control where 0% means no effect; nearly all actives have a fitted effect of over 65% in size
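Fluorescence increase (Ex 488/Em 500-530) after overnight compound treatment at 37 deg C flags inhibition of Vif-driven A3F-eYFP loss in stable HeLa A3F-eYFP/Vif cells seeded overnight beforehand.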
Numbers without * were called inactive; ? = inconclusive; · = no result given. Unless noted, the call rests on the fitted dose curve; in most records, active means well fitted curve in the direction sought with a large enough effect; inconclusive means small, poorly fitted or top-dose-only effect, or another doubt; inactive means no such curve, though single readings can be large; an effect the other way counts as inactive or inconclusive. An excerpt, so the mix of outcomes need not match the whole.

SMILES	GRP78 ERSR act	D1 antagonist	LDHA inh	D2 potentiator	D1 PAM	RXFP1 agonist	D1 agonist	Vif-A3G inh	Vif-A3F inh
COc1ccc(S(=O)(=O)Nc2cc(C)c(O)c(S(=O)(=O)c3ccccc3)c2)cc1	-4%	0	12	-4	-1	1.8%	1	-1%	5%
CC1(C)Cc2nc(Cl)c(C(N)=O)cc2CO1	-1%	-6	-2	1	2	0.1%	1	-6%	-3%
CCO[C@@H]1OC(C(=O)N2CCCCCCC2)=C[C@H](C2CCCCC2)[C@H]1CCCO	-5%	-12	2	-11	1	-2.4%	-4	-3%	7%
COc1ccc(C(=O)C2CCCN(Cc3cccn3-c3nccs3)C2)cc1OC (centres undefined)	-7%	-8	-12	-4	-1	1.1%	5	-9%	-7%
Cc1cc(Br)ccc1Nc1nc(N)nc(N)c1N=O	-3%	·	-1	·	·	·	·	-14%	4%
O=C(CN1CCN(Cc2ccc(F)cc2)CC1)Nc1nc2ccccc2s1	0%	-30*	-3	-15	-3	0.1%	12	4%	3%
O=C(CNC(=O)c1ccccc1F)OCc1nc2ccccc2s1	-1%	3	-3	-11	-1	1.0%	-1	-1%	13%
Cc1ccc(C(=O)NCCN2CCN(C(=O)c3ccc(C)c(C)c3)CC2)cc1C	5%	5	-2	-17	-3	3.1%	0	3%	3%
Cc1ccc(-c2nnn(CC(=O)N(Cc3ccccc3)C(C(=O)NC3CCCC3)c3ccncc3)n2)o1 (centres undefined)	-2%	7	0	9	4	1.4%	2	-1%	-27%
COC(=O)[C@H]1C[C@H]2[C@@H]3CC[C@H]4C[C@@H](OC)CC[C@]4(C)[C@H]3CC[C@]2(C)[C@@]2(CCCO2)O1	0%	·	-6	·	·	·	·	-1%	3%
CCOc1ccc(NC(=S)NCCCN2CCOCC2)cc1	-2%	4	-5	·	-1	-2.3%	5	-5%	-6%
O=C(NCc1ccco1)/C(=C/c1ccc(Br)cc1)NC(=O)c1ccco1	-6%	2	-3	4	-2	-0.5%	1	-11%	-2%

Ordered by formula weight (smallest number first): part of the list above.
SMILES	GRP78 ERSR act	D1 antagonist	LDHA inh	D2 potentiator	D1 PAM	RXFP1 agonist	D1 agonist	Vif-A3G inh	Vif-A3F inh
CC1(C)Cc2nc(Cl)c(C(N)=O)cc2CO1	-1%	-6	-2	1	2	0.1%	1	-6%	-3%
CCOc1ccc(NC(=S)NCCCN2CCOCC2)cc1	-2%	4	-5	·	-1	-2.3%	5	-5%	-6%
O=C(CNC(=O)c1ccccc1F)OCc1nc2ccccc2s1	-1%	3	-3	-11	-1	1.0%	-1	-1%	13%
O=C(CN1CCN(Cc2ccc(F)cc2)CC1)Nc1nc2ccccc2s1	0%	-30*	-3	-15	-3	0.1%	12	4%	3%
Cc1ccc(C(=O)NCCN2CCN(C(=O)c3ccc(C)c(C)c3)CC2)cc1C	5%	5	-2	-17	-3	3.1%	0	3%	3%
CCO[C@@H]1OC(C(=O)N2CCCCCCC2)=C[C@H](C2CCCCC2)[C@H]1CCCO	-5%	-12	2	-11	1	-2.4%	-4	-3%	7%
COc1ccc(C(=O)C2CCCN(Cc3cccn3-c3nccs3)C2)cc1OC (centres undefined)	-7%	-8	-12	-4	-1	1.1%	5	-9%	-7%
O=C(NCc1ccco1)/C(=C/c1ccc(Br)cc1)NC(=O)c1ccco1	-6%	2	-3	4	-2	-0.5%	1	-11%	-2%
COC(=O)[C@H]1C[C@H]2[C@@H]3CC[C@H]4C[C@@H](OC)CC[C@]4(C)[C@H]3CC[C@]2(C)[C@@]2(CCCO2)O1	0%	·	-6	·	·	·	·	-1%	3%
COc1ccc(S(=O)(=O)Nc2cc(C)c(O)c(S(=O)(=O)c3ccccc3)c2)cc1	-4%	0	12	-4	-1	1.8%	1	-1%	5%
Cc1ccc(-c2nnn(CC(=O)N(Cc3ccccc3)C(C(=O)NC3CCCC3)c3ccncc3)n2)o1 (centres undefined)	-2%	7	0	9	4	1.4%	2	-1%	-27%

(further entries)
SMILES	GRP78 ERSR act	D1 antagonist	LDHA inh	D2 potentiator	D1 PAM	RXFP1 agonist	D1 agonist	Vif-A3G inh	Vif-A3F inh
CCOc1cc(C2NC(=O)NC(O)(C(F)(F)F)C2C(=O)c2ccccc2)ccc1OC (centres undefined)	1%	-1	-4	·	0	-1.3%	5	3%	-2%
CCOC(=O)c1ccc(N2C(=O)CC(N3CCC(C(=O)OCC)CC3)C2=O)cc1 (centres undefined)	1%	7	-4	9	0	0.9%	2	-4%	·
COc1ccc(OCC(O)CN2CCN(c3ccc(Cl)cc3)CC2)cc1 (centres undefined)	-4%	-22	0	-23	-11	8.4%	11	0%	-6%
CCC(Cn1nnc2ccccc2c1=O)NC(=O)Nc1ccc(C)cc1 (centres undefined)	-3%	4	-1	·	-1	2.7%	0	-1%	1%
O=C(CCn1c(=O)oc2ccc(Cl)cc21)NCCCN1CCOCC1	-4%	-24	0	-6	-2	6.5%	4	2%	-16%
COC(=O)Cn1cc(/C=N/NC(=O)c2ccc(C#N)cc2F)c2ccccc21	-3%	-39*	1	-11	2	0.2%	5	0%	-2%
Cc1cc(N/N=C/c2ccc(O)c(C)c2O)nc(-c2ccccc2O)n1	-14%	-32*	1	·	-9	-0.3%	0	-21%	6%
CCCn1c(SCC(=O)N2CCc3ccccc3C2)nc(O)cc1=O	-1%	·	-4	·	·	·	·	2%	-2%
CS(=O)(=O)N(Cc1ccc(C(=O)NN=C2CCCC2)cc1)c1ccccc1	2%	8	1	10	-3	3.2%	1	-2%	-17%
COc1ccc(/C=C/C(=O)OCC(=O)NC2CCCC2)cc1OC	-2%	·	-2	·	·	·	·	1%	10%
C=CCNC(=O)/C(C#N)=C/c1c(N2CCCCCC2)nc2ccccn2c1=O	-5%	-7	-2	9	0	5.9%	0	-3%	-2%
COc1cc(CCC(=O)OCC(=O)Nc2c(C)cccc2C(C)C)cc(OC)c1OC	0%	-1	-8	-8	-8	2.5%	1	3%	7%
COc1cc(OC)c(NS(=O)(=O)c2coc(C(N)=O)c2)cc1Cl	-4%	-15	1	12	-1	0.2%	1	2%	-7%
Cc1noc(C)c1S(=O)(=O)N1CCC(Cc2ccccc2)CC1	-2%	-19	-1	·	-4	-3.3%	2	-2%	-2%
CC1(C)C(=O)OC(c2cc(Br)ccc2O)C(C)(C)C1=O (centres undefined)	-4%	-13	-5	-11	-2	-0.7%	6	-2%	-5%
O=C(COC(=O)c1cc(S(=O)(=O)N2CCOCC2)ccc1Cl)NCc1ccco1	-6%	7	-4	-2	-13	-0.3%	1	-2%	6%
C[C@@H]1CN([C@H](C)CO)C(=O)c2cc(Br)cnc2O[C@H]1CN(C)C(=O)Nc1ccccc1F	-2%	·	-3	·	·	·	·	0%	-7%
Oc1c(N=NC(=S)Nc2ccccc2F)c2ccccc2n1Cc1ccccc1Cl	-6%	-2	-4	-26	0	4.5%	3	0%	1%
O=C(NCC(=O)N(Cc1cccs1)C(C(=O)NC1CCCC1)c1ccncc1)c1ccco1 (centres undefined)	-5%	-6	-3	10	-1	-1.0%	2	2%	3%
CCOc1cc(C)c(S(=O)(=O)N2CCCC2)cc1C	-1%	6	-7	15	-3	0.0%	0	0%	-14%
COCCNC(=O)CCCn1c(=O)c2cc(OC)c(OC)cc2n(CC(=O)c2cccc(OC)c2)c1=O	-6%	5	0	-4	-2	1.2%	2	1%	1%
Cc1ccc(C(=O)C2C(=O)c3ccccc3C2=O)cc1	-3%	11	-4	2	-3	0.1%	4	-20%	-18%
CCOc1ccc(CNC(=O)C2CCN(C(=O)N3CC(CC)Oc4ccc(C)cc43)CC2)cc1OC (centres undefined)	-5%	4	2	-13	7	0.9%	3	-3%	-5%
O=C(COC(=O)C12CC3CC(CC(O)(C3)C1)C2)Nc1ccc(OC(F)F)cc1	1%	-9	2	-9	-4	-0.9%	3	2%	3%
COc1ccc(C(=O)NCCCOC(C)C)cc1OC1CCN(C(C)=O)CC1	8%	-17	-11	1	3	0.6%	5	0%	12%
COc1ccc2c(CNCCc3ccco3)c(C(=O)O)n(Cc3ccc(F)cc3)c2c1	-2%	-6	3	-2	3	-1.0%	1	-14%	-5%
O=C(NCCCc1nc2ccccc2[nH]1)c1ccc(F)cc1	-7%	-7	-8	-22	0	-0.3%	6	-3%	-7%
COCCn1cc(C(=S)N2CCCCC2)c2ccccc21	-2%	·	-7	-5	-2	-3.2%	1	0%	2%
COC(=O)c1ccc(Cn2nc(C)c(Br)c2C)cc1	-1%	-4	-6	3	-12	1.5%	3	1%	-7%
CC/C(=N\NC(=O)CNC(=O)/C=C/c1ccc(OC)cc1)c1ccccc1	-7%	-22	-5	4	-5	-2.0%	0	1%	16%
c1ccc(-c2noc(-c3cccc4ccccc34)n2)cc1	-3%	34	-3	-6	4	0.5%	3	-12%	7%
CC(=O)Nc1c2c(nn1-c1ccccc1)CSC2	-5%	1	-4	15	2	-0.7%	1	3%	7%
CCC1CO/C(=C(\C(Cl)=C(Cl)Cl)[N+](=O)[O-])N1 (centres undefined)	4%	-3	-5	-3	4	-2.4%	1	0%	-8%
Cc1nc2cc(NC(=O)COc3ccccc3C#N)ccc2n1-c1ccccc1	7%	-3	-12	-16	-1	-2.6%	1	-11%	-3%
COc1ccc(C(=S)N2CCN(c3cccc(Cl)c3)CC2)c(OC)c1	-4%	0	2	3	1	-0.4%	-1	?	-2%
Cc1ccc(CNC(=O)CC(NC(=O)c2ccccc2)c2ccccc2)cc1 (centres undefined)	-3%	2	-9	-10	1	-1.2%	1	0%	-20%
O=C(NCC1COCCO1)c1ccc(OC2CCN(CCc3ccccc3)CC2)cc1 (centres undefined)	0%	-28	-6	-3	-6	0.0%	5	1%	-2%
O=C(c1ccccc1/S(=N/S(=O)(=O)c1ccccc1)N1CCOCC1)N1CCOCC1 (centres undefined)	-5%	-8	-2	15	-5	1.4%	1	-5%	-7%
